From PubChem
CXCR6 inh: blocks human CXCR6 beta-arrestin recruitment | O00574 | CHO-K1 PathHunter CXCR6 beta-arrestin, luminescence | inhibition, % at 20 µM | actives 0.36% (n = 360,000); in the data active means inhibition above about 34%, passing the limit was not always enough;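 further: antagonist mode with CXCL16 agonist at 10 nM final; 0% = 10 nM CXCL16 with DMSO and 100% = unstimulated wells without agonist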
Gli-Sufu block: blocks Gli-Sufu signaling in a luciferase reporter | Sufu-KO-LIGHT fibroblasts, Gli luciferase reporter luminescence | inhibition, % at 5 µM | actives 0.74% (n = 340,000);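 active means inhibition above about 55%, limit read from the data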;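 further: 0% = DMSO-treated cells and 100% = wells with medium but no cells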
EBI2 block: EBI2 (human) antagonism | P32249 | EBI2 beta-arrestin recruitment, luminescence, 7a,25-OHC stimulated | inhibition, % at 5 µM | actives 0.81% (n = 360,000) | AID 651636; in the data active means inhibition above about 38%;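 further: enzyme fragment complementation signal reports receptor beta-arrestin coupling in cells; 0% = agonist plus DMSO wells and 100% = wells without agonist; some results beyond the cut were filed as inactive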
697 NFkB inh: lowers PMA/ionomycin-induced NF-kB signal in 697 B cells | 697 B-cell NF-kB luciferase reporter, 16 h | inhibition, % at 4 µM | actives 0.33% (n = 330,000) | AID 435022; in the data active means inhibition above about 35%
UBC13 inh: blocks human UBC13 polyubiquitin chain formation. TR-FRET. P61088. actives 0.47% (n = 330,000). AID 485273. inhibition, % at 20 µM; in the data active means inhibition above about 45%, passing the limit was not always enough
Target sequence (P61088 whole entry, looked up): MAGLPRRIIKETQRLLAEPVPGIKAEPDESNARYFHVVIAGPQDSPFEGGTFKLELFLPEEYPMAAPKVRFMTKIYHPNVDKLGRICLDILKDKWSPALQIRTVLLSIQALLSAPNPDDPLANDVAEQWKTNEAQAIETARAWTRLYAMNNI
CCR6 antagonist: blocks CCL20-driven beta-arrestin recruitment at human CCR6 | inhibition, % at 20 µM | actives 0.49% (n = 340,000) | CHO-K1 CCR6 PathHunter beta-arrestin, luminescence, CCL20-stimulated;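 active means compounds whose inhibition of the agonist-driven luminescence signal at 20 µM reaches about 50%, limit read from the data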;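 further: cells stimulated with CCL20 at 14 nM final; plate controls were DMSO with CCL20 for no effect and DMSO without agonist for full effect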
Target sequence (P51684 whole entry, looked up): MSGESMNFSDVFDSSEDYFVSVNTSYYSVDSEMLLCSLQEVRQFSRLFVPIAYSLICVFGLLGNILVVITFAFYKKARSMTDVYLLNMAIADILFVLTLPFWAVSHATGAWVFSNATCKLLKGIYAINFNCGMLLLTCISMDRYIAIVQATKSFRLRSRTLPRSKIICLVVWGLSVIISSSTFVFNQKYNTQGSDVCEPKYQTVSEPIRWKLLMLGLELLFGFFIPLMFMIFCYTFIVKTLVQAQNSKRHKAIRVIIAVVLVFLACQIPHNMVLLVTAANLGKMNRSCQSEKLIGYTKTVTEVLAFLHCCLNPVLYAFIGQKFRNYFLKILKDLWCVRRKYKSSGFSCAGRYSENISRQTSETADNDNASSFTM
Jurkat NFkB inh: inhibitors of the PMA/ionomycin-induced NF-kB reporter in Jurkat cells; PMA/ionomycin-induced NF-kB luciferase reporter, luminescence; inhibition, % at 4 µM; actives 0.53% (n = 330,000); AID 435003; in the data active means inhibition above about 50%
APJ antag: blocks the human apelin receptor APJ. P35414. CHO-K1 APJ beta-arrestin complementation, luminescence. inhibition, % at 20 µM. actives 0.32% (n = 330,000);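 active means inhibition above about 40% at 20 µM, limit read from the data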;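 further: cells challenged with 10 nM apelin-13 agonist together with compound; plate controls were apelin-13 plus DMSO wells for no effect and DMSO wells lacking apelin-13 for full effect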
Target sequence (P35414 whole entry, looked up): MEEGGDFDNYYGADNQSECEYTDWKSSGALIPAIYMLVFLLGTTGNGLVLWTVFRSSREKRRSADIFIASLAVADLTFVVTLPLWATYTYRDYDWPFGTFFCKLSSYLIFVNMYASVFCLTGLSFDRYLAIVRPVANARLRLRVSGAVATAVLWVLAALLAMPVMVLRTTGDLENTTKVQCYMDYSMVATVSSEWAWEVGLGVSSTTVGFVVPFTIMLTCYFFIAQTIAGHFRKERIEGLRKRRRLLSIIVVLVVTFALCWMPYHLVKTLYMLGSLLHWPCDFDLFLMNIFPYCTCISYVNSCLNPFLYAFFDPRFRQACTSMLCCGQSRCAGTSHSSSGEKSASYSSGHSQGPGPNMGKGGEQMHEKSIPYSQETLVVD
* = called active by the depositor; nt = not tested or not shown.

SMILES | CXCR6 inh | Gli-Sufu block | EBI2 block | 697 NFkB inh | UBC13 inh | CCR6 antagonist | Jurkat NFkB inh | APJ antag
CC(CC(F)(F)F)N1CCC(n2nccc2NC(=O)CCCc2ccccc2)CC1 (centres undefined) | -2 | 25 | -5 | 14 | 4 | 10 | 7 | 11
Cc1c(C)c2ccc(OCC(=O)N3CCN(C(=O)C4COc5ccccc5O4)CC3)cc2oc1=O (centres undefined) | 7 | -18 | -1 | -7 | 8 | 10 | -1 | -15
CC(=O)NC(C)(C)C1CC=C(C)/C(=N\O)C1 (centres undefined) | 3 | 13 | -3 | 18 | 13 | 0 | 4 | 14
CC1(NC(=O)CC[N+](C)(C)CCO)CS(=O)(=O)CC1S(=O)(=O)[O-] (centres undefined) | nt | nt | nt | 16 | -6 | nt | -7 | 2
O=C(Nc1cnc2ccccc2c1)C1COc2ccccc2O1 (centres undefined) | 0 | 6 | 3 | 9 | 2 | 3 | -56 | 16
COC(=O)c1ccc(CS(=O)(=O)c2ccc(F)cc2)o1 | -8 | -10 | -16 | 5 | 5 | 8 | -5 | 6
CCN1C(=O)CC(N2CCN(C(c3ccccc3)c3ccccc3)CC2)C1=O (centres undefined) | 7 | -3 | 2 | -13 | 3 | 10 | -7 | -2
COc1ccc(C(=O)Nc2ccccc2C(=O)Nc2ccc(C(=O)O)cc2)cc1 | -2 | 0 | -6 | -24 | 1 | 4 | -1 | 6
O=C(NC(Cc1ccccc1)C(=O)O)c1ccc(S(=O)(=O)N2CCCC2)cc1 (centres undefined) | -4 | 4 | 6 | 8 | 8 | 7 | 4 | -10
O=C(O)c1ccc(S(=O)(=O)N2CCC(NC(=O)C3CCCCC3)CC2)cc1 | -12 | 2 | -18 | 5 | 0 | -9 | 11 | 8
CC(C)CN1C(=O)c2ccc(NC(=O)c3ccccc3F)cc2C1=O | -5 | -42 | 4 | -31 | 28 | 3 | -35 | -2
NS(=O)(=O)c1ccc(NC(=O)c2cc(Cl)sc2Cl)cc1 | -3 | -12 | 3 | 6 | 4 | 26 | -21 | -1
CCOc1ccc(S(=O)(=O)n2cc(F)c(=O)[nH]c2=O)cc1 | 1 | 3 | 2 | -13 | -7 | -1 | 10 | -62
CSc1ncc(C(=O)Nc2cccc(S(N)(=O)=O)c2)n1-c1ccccc1 | 2 | -25 | -6 | 12 | 2 | 5 | -7 | 4
CN(Cc1ccco1)S(=O)(=O)c1cc(F)ccc1CN1C(=O)c2cccnc2C1=O | 0 | 2 | -6 | -3 | -2 | 13 | -6 | 13
O=C(CCNC(=O)c1ccccc1)NCC1CCCCC1 | 9 | -34 | 8 | 13 | -7 | 9 | 1 | -15
C[C@@H]1CN([C@H](C)CO)C(=O)c2cc(NC(=O)C3CCCCC3)ccc2O[C@@H]1CN(C)Cc1ccncc1 | 4 | 22 | -14 | -16 | 4 | -1 | 8 | 14
CCc1ccccc1NC(=O)Nc1c(C)n(C)n(-c2ccccc2)c1=O | 1 | 6 | 0 | -10 | -10 | -1 | 12 | -1
CC(C)N1CCC(N2CCN(Cc3cc4c(cc3Cl)OCO4)CC2CCO)CC1 (centres undefined) | 4 | 17 | -4 | 25 | -6 | -2 | -18 | 13
CC(=O)c1c(C)[nH]c(C(=O)Nc2cc(S(=O)(=O)N3CCCCC3)ccc2C)c1C | -7 | nt | 7 | 5 | -7 | 15 | 9 | 14
CCn1c2ccc(C)cc2c2n[nH]c(=S)nc21 | -5 | 20 | -2 | 17 | -18 | 6 | 13 | 18
Cc1cccc(-n2c(C)nc3cc(C(=O)NCc4ccc5c(c4)OCO5)ccc32)c1 | 16 | 4 | 14 | 22 | 12 | 0 | 7 | 17
COC(=O)c1ccccc1NC(=O)CCNC(=O)Cn1cnc2ccccc2c1=O | 8 | 3 | -5 | -10 | 0 | 2 | 9 | -9
CCN(C(=O)CN1CCOCC1)c1c(N)n(Cc2ccccc2)c(=O)[nH]c1=O | -7 | -3 | -2 | -2 | 3 | 5 | 1 | 9
Nc1ccc(Br)cc1C(NCC(=O)O)c1ccccc1 (centres undefined) | -7 | -3 | -10 | 0 | -9 | 1 | -9 | -3
COc1ccc(Cc2nc3ccc(C(=O)NCCc4cccc(C)n4)cc3o2)cc1 | -13 | -11 | 5 | -9 | 2 | 9 | 14 | 6
O=C(C(=O)N1CCCCCC1)c1c[nH]c2ccccc12 | 0 | -10 | -11 | 3 | -3 | 9 | 19 | -7
Cc1cc(Cl)ccc1OCC(=O)NNC(=O)c1ccco1 | -4 | -6 | -11 | 0 | -3 | -10 | -16 | 17
COc1cccc(C(C(=O)NC2CCCC2)N(C(=O)c2ccco2)c2ccccc2F)c1OC (centres undefined) | 7 | 34 | -1 | -5 | -3 | 15 | 0 | 22
CCC(=O)N(CCCN(C)C)c1nc(-c2cc(OC)ccc2OC)cs1 | 5 | 5 | -3 | 7 | 0 | 2 | -10 | -3

An excerpt from above in order of their number in CXCR6 inh, descending:
SMILES | CXCR6 inh
Cc1cccc(-n2c(C)nc3cc(C(=O)NCc4ccc5c(c4)OCO5)ccc32)c1 | 16
CC(CC(F)(F)F)N1CCC(n2nccc2NC(=O)CCCc2ccccc2)CC1 (centres undefined) | -2
Cc1cc(Cl)ccc1OCC(=O)NNC(=O)c1ccco1 | -4
CCN(C(=O)CN1CCOCC1)c1c(N)n(Cc2ccccc2)c(=O)[nH]c1=O | -7
COC(=O)c1ccc(CS(=O)(=O)c2ccc(F)cc2)o1 | -8
O=C(O)c1ccc(S(=O)(=O)N2CCC(NC(=O)C3CCCCC3)CC2)cc1 | -12

(cont.)
SMILES | CXCR6 inh | Gli-Sufu block | EBI2 block | 697 NFkB inh | UBC13 inh | CCR6 antagonist | Jurkat NFkB inh | APJ antag
S=c1[nH]nc(Cn2cnc3ccccc32)n1-c1ccccc1Cl | -8 | -2 | -5 | 4 | -10 | 4 | -3 | -4
O=C(NC1=NCCS1)c1ccc(Cl)c(Cl)c1 | -1 | -98 | 2 | -255 | -3 | 8 | -147 | 16
CCn1c(SCC(=O)c2cc(C)n(C)c2C)nnc1-c1ccccc1 | -3 | -6 | 0 | -5 | -4 | -8 | -12 | -13
N#CCSc1nnc(-c2ccccc2O)n1Cc1ccccc1 | 11 | 3 | 12 | -2 | 1 | 3 | 0 | 22
CC(C)(O)c1[nH]c2cc(F)ccc2c1C(C)(C)O | -3 | 7 | -3 | nt | nt | 6 | nt | nt
CC(C)c1ccc(C(=O)Nc2nnc(S(=O)(=O)N3CCCCC3)s2)cc1 | 0 | 9 | -3 | -7 | 11 | 7 | 6 | -12
CCN1C(=O)[C@H]2[C@@H](c3ccc(Cl)cc3)N3C(=O)CN(CC4CC4)C(=O)[C@@]3(C)[C@H]2C1=O | 4 | 12 | 5 | 10 | -4 | 6 | 5 | -52
CC(C)(C)OC(=O)N1Cc2cc3ccccc3nc2C1CO (centres undefined) | 4 | 34 | 4 | 4 | 2 | 4 | -20 | -3
CNC(=O)c1nnn(Cc2ccccc2)c1NC(=O)C(F)(F)F | -1 | 0 | 1 | 0 | -7 | -3 | -19 | 5
O=C(OCC(=O)N1CCCCC1)c1cccs1 | -7 | -26 | -9 | -22 | 4 | 8 | -38 | 7
N#Cc1c(NC(=O)Cn2cnc3ccccc3c2=O)oc(-c2ccccc2)c1-c1ccccc1 | 11 | 0 | 5 | 16 | 8 | 2 | -4 | 13
O=C(NCc1cccnc1)c1ccc(COc2cccc3ccccc23)o1 | -6 | 11 | 0 | 13 | 7 | 7 | 34 | -6
COc1ccccc1CNc1cncnc1 | -2 | -3 | -3 | 14 | 3 | -1 | 0 | 9
Cc1nn(-c2ccccc2)c2[nH]c(C(F)(F)F)cc(=O)c12 | -6 | -2 | -3 | 4 | 13 | -10 | 7 | -1
CC(C)NC(=O)NC(=O)COC(=O)C1CCCN1C(=O)c1cccs1 (centres undefined) | 6 | 21 | -2 | 4 | -4 | 9 | -10 | 7

Continued; the last three above are carried over.
SMILES | CXCR6 inh | Gli-Sufu block | EBI2 block | 697 NFkB inh | UBC13 inh | CCR6 antagonist | Jurkat NFkB inh | APJ antag
COc1ccccc1CNc1cncnc1 | -2 | -3 | -3 | 14 | 3 | -1 | 0 | 9
Cc1nn(-c2ccccc2)c2[nH]c(C(F)(F)F)cc(=O)c12 | -6 | -2 | -3 | 4 | 13 | -10 | 7 | -1
CC(C)NC(=O)NC(=O)COC(=O)C1CCCN1C(=O)c1cccs1 (centres undefined) | 6 | 21 | -2 | 4 | -4 | 9 | -10 | 7
O=C(CCC1CCCN(C(=O)c2ccsc2)C1)N1CCN(c2ccccn2)CC1 (centres undefined) | -6 | 4 | -14 | 15 | -17 | 6 | -7 | -11
CCc1c(C(=O)O)[nH]c2ccc(Br)cc12 | 0 | 4 | 8 | 26 | 7 | -4 | 12 | 18
CCC(C)c1ccccc1N1CC(C(=O)Nc2cccc(S(=O)(=O)N3CCOCC3)c2)CC1=O (centres undefined) | -2 | 7 | -4 | 0 | -1 | 3 | 7 | 3
O=S(=O)(c1ccccc1)N1CCN(C(=S)NC2CCCC2)CC1 | 7 | -9 | 1 | 7 | -10 | 3 | 8 | -17
C=CCn1c(N)c(S(=O)(=O)c2cccs2)c2nc3ccccc3nc21 | -6 | 9 | 11 | 24 | 12 | 6 | -3 | -4
COC(=O)c1c(=O)n(O)c2ccc(OC)cc2[n+]1[O-] | -3 | 5 | 4 | 7 | -25 | -11 | 1 | 12
CN(C)C=Nc1nonc1-c1ccccc1 | 1 | 7 | -5 | -5 | -5 | 3 | 0 | -4
c1cc2c3c(cccc3c1)NN=N2 | -4 | 9 | -12 | nt | nt | 8 | nt | nt
O=C(NCc1ccc(F)cc1)c1ccc(N2CCc3ccccc32)c([N+](=O)[O-])c1 | 16 | 7 | 18 | 12 | -29 | 27 | 10 | 27
O=c1[nH]cc(-c2ccccc2)c(=O)[nH]1 | -4 | 10 | -7 | 7 | -1 | -7 | -7 | -9
COCC(=O)N1CCC(Oc2ccc(C(=O)N(C)C(C)c3ccon3)cc2)CC1 (centres undefined) | -7 | -9 | -2 | -2 | -3 | 10 | -11 | 9
CCOC(=O)/C(=N\Nc1ncnc2ccccc12)c1ccc(C)cc1 | -1 | -9 | -1 | -152 | -21 | 18 | -59 | 9
Cc1nnc(SCC(=O)Nc2cccc(Cl)c2)n1CC1CCCO1 (centres undefined) | -5 | 15 | -6 | 6 | 3 | -4 | -11 | -34
Nc1nc(-c2ccccc2)cc(C(F)(F)F)n1 | 9 | 2 | -9 | 2 | 16 | -1 | 2 | 13
COc1ccc(NC(=O)CN(c2ccccc2)S(=O)(=O)N(C)C)cc1Cl | 3 | 0 | 13 | 9 | 6 | 9 | -21 | -7
NC(=O)c1cc(Cl)cn(-c2ccccc2)c1=O | -5 | -12 | -8 | 16 | 4 | -10 | 7 | 24
CSc1ccccc1NS(=O)(=O)c1ccccc1 | 0 | -5 | 0 | 5 | 6 | 7 | 3 | 11
Cc1ccc(-c2nn3c(C)nnc3c3ccccc23)cc1S(=O)(=O)NC(C)(C)CO | 8 | 22 | 7 | 36* | 7 | 6 | -1 | 12
O=C(NCc1ccccc1)c1onc(CSc2ccc(F)cc2)c1C(=O)NCCCN1CCOCC1 | 5 | 18 | 8 | 6 | 10 | 7 | -35 | 2
COc1ccc(OC)c(NC(=O)CCC(=O)N(Cc2ccc(OC)c(OC)c2)c2nccs2)c1 | -5 | 13 | 7 | -1 | -1 | 12 | -17 | -16
CCCCN(C(=O)C1CCCO1)c1c(N)n(CCC)c(=O)[nH]c1=O (centres undefined) | 0 | -3 | 7 | 10 | 5 | -6 | 1 | 1
CCOC(=O)N1CCN(C(=O)c2ccc(Cl)c(S(=O)(=O)Nc3ccccc3)c2)CC1 | -1 | 3 | -11 | 4 | 5 | -4 | -1 | 1
CN1c2ccccc2Oc2nnc(Cl)cc21 | 7 | -8 | -16 | 4 | 3 | 11 | 3 | -2
CCOC(=O)N(C)S(=O)(=O)c1ccccc1[N+](=O)[O-] | -6 | 4 | 0 | 12 | 14 | 3 | 0 | -13
C/C(=C(/CCO)SSCC1CCCO1)N(C=O)Cc1cnc(C)nc1N (centres undefined) | -9 | 7 | -4 | 13 | -10 | 4 | -7 | 7
O=C(Nc1cccc(F)c1)NC1CC2CCCC(C1)N2C1CC1 (centres undefined) | 5 | 1 | -1 | 11 | 7 | 4 | -10 | 2
COc1ccc(Cl)cc1NS(=O)(=O)c1cn(C)nc1C | 4 | -6 | 1 | 17 | -2 | 9 | 13 | 4
